Assay outcomes as filed in PubChem.
HUVEC tox IL1B: cytotoxicity in IL-1B stimulated HUVEC, primary screen, cytotoxicity control for IL-1B NFkB translocation project, imaging, Hoechst nuclear count, IL-1B stimulus; cell count reduction, % at 2 µM; 94,000 compounds, 0.41% hits; HUVEC cell count loss;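 active = cell count reduction more than 3 SD above the screen-wide mean, cut at about 70% in these data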;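 also: normalized per plate to untreated control cells as the no-loss baseline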
VCAM1 TNFa inh: inhibitors of TNFa-induced VCAM1 expression, primary screen, imaging, HUVEC, TNFa stimulus, immunofluorescence | HUVEC TNFa-induced VCAM-1 immunofluorescence, high-content imaging | inhibition, % at 2 µM | 95,000 compounds, 0.48% hits | AID 802, 2007;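 active = inhibition above the batch mean plus 3 SD, with images confirmed as a hit by eye, cut at about 37% in these data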;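 also: 0% = TNF-stimulated DMSO wells and 100% = unstimulated control wells; not every result past the cut was called active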
Pyk2 oligo antag: antagonists of Pyk2 self-association, primary screen, Q293 cells, FERM NanoBiT luminescence, HTS; Protein-tyrosine kinase 2-beta (Homo sapiens), Q14289; stronger effect = lower value; z-score (the deposit names both 25 µM and 10 µM); 99,000 compounds, 0.83% hits; AID 1347419, 2020;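 active = Z-score of -3 or lower, scaled per plate to the spread of control and sample wells; inactive = z-score above -3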;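 also: negative z-score means lost luminescence so less FERM oligomerization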
FAK blocker: FAK kinase inhibitors, primary screen, biochemical | inhibition, %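 (tested at 7 µM)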 | biochemical FAK kinase activity assay | Focal adhesion kinase 1 (Homo sapiens), Q05397 | AID 727, 2007 | 97,000 compounds, 0.84% hits; in the data active = inhibition above about 19%;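 also: 0% = DMSO and 100% = reference compound high control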
LYP inh 2: PTPN22 phosphatase inhibitors, primary screen, biochemical, DiFMUP fluorescence, 2 µM | recombinant LYP catalytic domain | Tyrosine-protein phosphatase non-receptor type 22 (Homo sapiens), Q9Y2R2 | 96,000 compounds, 0.21% hits | inhibition, % at 2 µM;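 active = inhibition at 2 µM at or above a set limit, the screen mean plus 3 SD, cut at about 24% in these data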;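 also: 0% = DMSO with enzyme and 100% = enzyme fully blocked by orthovanadate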
Target sequence (Q9Y2R2 whole entry, looked up, the tested form may be a part): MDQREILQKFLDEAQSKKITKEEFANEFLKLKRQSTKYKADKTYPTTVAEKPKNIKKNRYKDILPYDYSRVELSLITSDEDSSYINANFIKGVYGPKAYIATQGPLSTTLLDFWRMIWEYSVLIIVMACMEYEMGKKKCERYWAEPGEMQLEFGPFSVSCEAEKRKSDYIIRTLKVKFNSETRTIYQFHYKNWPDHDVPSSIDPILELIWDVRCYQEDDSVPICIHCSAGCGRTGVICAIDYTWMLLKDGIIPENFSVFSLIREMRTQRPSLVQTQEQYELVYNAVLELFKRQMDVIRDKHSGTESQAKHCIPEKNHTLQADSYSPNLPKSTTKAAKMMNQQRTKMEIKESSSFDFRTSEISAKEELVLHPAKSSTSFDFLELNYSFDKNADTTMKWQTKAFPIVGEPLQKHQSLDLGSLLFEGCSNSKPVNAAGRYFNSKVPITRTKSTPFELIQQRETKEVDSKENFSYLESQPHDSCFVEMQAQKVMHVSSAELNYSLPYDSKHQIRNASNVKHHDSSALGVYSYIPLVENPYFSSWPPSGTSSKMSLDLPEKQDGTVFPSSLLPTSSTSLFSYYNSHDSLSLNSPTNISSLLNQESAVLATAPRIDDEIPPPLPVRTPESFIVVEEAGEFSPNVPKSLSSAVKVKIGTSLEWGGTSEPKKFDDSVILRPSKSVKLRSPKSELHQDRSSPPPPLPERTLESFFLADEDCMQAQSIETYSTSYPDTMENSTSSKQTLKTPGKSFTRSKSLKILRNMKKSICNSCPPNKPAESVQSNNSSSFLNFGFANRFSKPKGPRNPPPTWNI
ERa coact inh: ERα–SRC-1 coactivator interaction inhibitors, primary screen, biochemical, TR-FRET, ERα LBD, estradiol-bound; AID 629, 2007; inhibition, % at 25.6 µM; 86,000 compounds, 1.7% hits; TR-FRET ER-alpha LBD / SRC-1 peptide; Estrogen receptor (Homo sapiens), P03372; in the data active = inhibition above about 50%;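 also: 0% = receptor plus peptide control and 100% = peptide only without receptor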
LYP act: LYP phosphatase activators, primary screen, biochemical, DiFMUP fluorescence, 2 µM; Tyrosine-protein phosphatase non-receptor type 22 (Homo sapiens), Q9Y2R2; recombinant LYP; 0 = plate median, 100 = signal doubled; activation, % at 2 µM; 96,000 compounds, 0.11% hits;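 active = activation at 2 µM above a set limit, the mean plus 5 SD, cut at about 37% in these data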
F-actin modifier: modifiers of F-actin cytoskeleton organization, primary screen, imaging, HUVEC, phalloidin staining, high-content imaging; HUVEC TNFa F-actin phalloidin imaging; inhibition, % at 2 µM; 91,000 compounds, 0.18% hits; AID 836, 2007;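 active = inhibition above the batch mean plus 3 SD and confirmed as a hit by visual image inspection, cut at about 30% in these data, passing the limit was not always enough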; also: strong numbers were not always called active
HUVEC tox TNFa: cytotoxicity in TNFa-stimulated HUVEC, primary screen, cytotoxicity control for VCAM1 expression modulator project, imaging, Hoechst nuclei count | 93,000 compounds, 0.17% hits | cell count reduction, % at 2 µM | HUVEC TNFalpha-stimulated, Hoechst cell count | AID 848, 2007;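 active = cell count reduction exceeding the screen mean by over 5 SD, scaled to untreated wells per plate, cut at about 78% in these data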;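 also: cells counted after 24 h of TNF alpha exposure following the 1 h pretreatment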
Numbers without * were called inactive; x = no result given; [ ] = dose if it differs, or a comment.

Start of the listing, in advance:
SMILES	HUVEC tox IL1B	VCAM1 TNFa inh	Pyk2 oligo antag	FAK blocker	LYP inh 2	ERa coact inh	LYP act	F-actin modifier	HUVEC tox TNFa
CC(C)OC(=O)c1nn2c(C(F)(F)F)cc(-c3ccco3)nc2c1Cl	-32	-12	-0.06	-2	5	-16	-4	-5	x
CC(C(=O)N(C)C)N(C#N)c1nc(N(C)C)nc(N(C)C)n1 (configuration not stated)	-36	-5	0.24	0	3	-14	-5	6	-15
CCN(CC)CCn1c(NC(=O)c2ccc(Cl)cc2)nc2ccccc21	9	4	1.1	4	-6	-15	7	13	10

The whole of this part, previewed entries included:
SMILES	HUVEC tox IL1B	VCAM1 TNFa inh	Pyk2 oligo antag	FAK blocker	LYP inh 2	ERa coact inh	LYP act	F-actin modifier	HUVEC tox TNFa
CC(C)OC(=O)c1nn2c(C(F)(F)F)cc(-c3ccco3)nc2c1Cl	-32	-12	-0.06	-2	5	-16	-4	-5	x
CC(C(=O)N(C)C)N(C#N)c1nc(N(C)C)nc(N(C)C)n1 (configuration not stated)	-36	-5	0.24	0	3	-14	-5	6	-15
CCN(CC)CCn1c(NC(=O)c2ccc(Cl)cc2)nc2ccccc21	9	4	1.1	4	-6	-15	7	13	10
CC(=O)NS(=O)(=O)c1ccc(NC(=O)NC2CCCCC2)cc1	7	-13	0.52	-3	-2	x	4	16	-35
CC(C)=C1SC(N2CCN(c3cccc(C)c3)CC2)=NC1=O	3	7	-1.3	-1	1	-5	-5	x	-6
O=C(Nc1ccn(Cc2ccccc2F)n1)c1ccc(COc2ccc(Br)cc2)cc1	-55	8	1.1	0	-3	x	5	1	0
CCN(CC)S(=O)(=O)N1CCC(C(=O)NCc2ccc(C)cc2)CC1	12	2	1.6	-1	-20	-47	17	-1	-20
CN1CCN(c2ccc(NC(=O)Cc3ccccc3)cc2)CC1	-20	8	1.2	2	2	-25	-3	-1	-21
Cc1cc(C)nc(SCC(=O)Nc2ncc3c(n2)CCCC3=O)n1	-8	2	1.1	2	-13	-7	10	-4	2
CCOC(=O)CCCNC(=O)CCNC(=O)c1ccc(OC)cc1	-50	9	0.35	-1	1	-4[fluorescence artefact?]	-3	-7	-49
COc1ccccc1CN1CC(C(=O)NC2CCCCC2)CC1=O (configuration not stated)	-26	-2	0.33	-2	-5	-5	3	5	-39
Cc1ccccc1Cn1ccc(NC(=O)c2nc3ncccn3n2)n1	4	-3	-0.44	1	2	0	-2	-2	-3
CC(C)c1ccc(-c2nc3c([nH]2)c(=O)n(C)c(=O)n3C)cc1	8	26	-0.3	3	0	0	-1	-5	3
CC(=O)Nc1ccc2ccccc2c1	25	13	1.1	2	-14	4[fluorescence artefact?]	18	x	2
O=C(c1ccco1)[C@@H]1[C@@H]2C(=O)N(c3ccc(F)cc3)C(=O)[C@@H]2C2c3ccccc3C=CN21 (some centres not stated)	11	20	x	35*	1	55*[fluorescence artefact?]	-1	-6	31
CCn1c(SCC(=O)N/N=C/C=C\c2ccccc2[N+](=O)[O-])nnc1-c1ccccc1	0	12	-0.56	4	5	x	-3	4	-32
OCCNc1ncnc2c1ncn2Cc1ccccc1	0	14	-0.1	-1	-2	11	-1	0	-20
COCCCNC(=O)C1CCCN(S(=O)(=O)c2ccc(C)cc2)C1 (configuration not stated)	-4	-1	0.59	-2	-2	20	0	-8	3
COc1ccccc1N1CCN(c2nc3ccccn3c(=O)c2C=O)CC1	-6	-2	0.7	-2	-10	x	15	9	-8
O=C(CC(c1ccccc1)c1ccccc1O)N1CCCC1 (configuration not stated)	-6	-3	-0.61	-1	-4	0	5	-13	-11
CCOC(=O)c1ccc(NCc2ccc3c(c2)OCO3)cc1	-28	4	-1.8	-3	0	-7	-1	-38	8
Cc1cc(SCC#N)n2nc(C)c(-c3ccc(Cl)cc3)c2n1	-21	6	-0.27	0	-9	2	12	-7	-1
COc1ccc(-c2nc(-c3ccc(NC(=O)c4ccc(Br)o4)cc3)no2)cc1OC	24	76*	0.49	0	-1	22[fluorescence artefact?]	-1	-7	39
Cc1cc(C)n(C(=O)c2nn(C)c(C)c2[N+](=O)[O-])n1	-10	13	1.1	-1	13	-8	-13	4	5
COc1cccc(N(CC(=O)NC(C)(C)C)C(=O)C2CSC(=O)C2)c1 (configuration not stated)	1	19	0.58	3	1	4	0	25	12
Cc1ccc(N)cc1-n1c(C)ccc1C	-12	11	0.18	-2	5	-4[fluorescence artefact?]	-7	28	-46
O=C(CCCNS(=O)(=O)c1cccc2nsnc12)NCc1ccc(F)cc1	-6	-3	0.22	7	2	-2	-4	1	3
O=C(/C=C/c1ccccc1F)c1ccoc1	17	3	-0.72	1	6	x	0	3	-17
CCNC(=O)CC1SC(=Nc2ccccc2C)N(C)C1=O (configuration not stated)	23	-23	-0.01	-2	1	x	-5	-5	24
O=C(NCCO)c1ccc2[nH]c3c(c2c1)CCCC3	-33	6	0.44	-4	3	10	-6	2	-26
Fc1ccccc1/C=C1\CCCC2=C1Nc1nnnn1C2c1ccccc1F (configuration not stated)	13	5	-1.4	1	-4	x	8	22	20
O=C(NCCN1CCOCC1)c1cn(-c2ccccc2)nc1-c1cccs1	-32	0	0.56	-1	-8	-5	4	x	-20
O=C(c1ccc(CS(=O)(=O)c2cccc(C(F)(F)F)c2)o1)N1CCN(c2ccccn2)CC1	-5	11	0.13	-3	4	-1	-5	-12	-26
COc1ccc(C2=[N+]([O-])C(C)(C)N(O)C2(C)C)cc1	-8	3	0.73	-1	-2	-29	-1	-2	-15
CC1(C)Cc2nc3sc4c(N(CCO)CCO)ncnc4c3cc2CO1	-31	22	0.7	8	-22	x	17	-5	21
Cc1cccc(OCC(=O)Nc2ccc(C(=O)NCc3cccnc3)cc2)c1	8	4	x	2	2	x	2	14	-2
COc1cc(C(=S)N2CCCC2)cc(OC)c1O	-18	4	-0.38	-2	-15	63*[fluorescence artefact?]	15	5	-1
CCc1ccc(-c2cn3nc(C)c(C)nc3n2)cc1	-19	x	1.7	3	-8	x	5	x	x
CC(=O)c1cc(F)c(N2CCOCC2)cc1C	11	15	2	-1	9	8	-7	-3	-7
CCOC(=O)COc1c(Br)cc(C2NC(=O)NC(C)=C2C(C)=O)cc1OC (configuration not stated)	-22	6	0.21	0	-7	14[fluorescence artefact?]	8	7	x
Cn1cc(CNC(=O)C23CC4CC(CC(C4)C2)C3)cn1	4	8	-0.4	-1	5	2	1	6	-20
Cc1ccc2nc3c(cc2c1)c(NS(=O)(=O)c1ccccc1)nn3CC(C)C	-10	-4	0.41	-8	6	x	-8	-1	-7
Cc1ccc(N(CC(N)=O)C2SC(=O)N(Cc3cccc(C(=O)O)c3)C2=O)cc1 (configuration not stated)	1	11	1.5	-4	-7	-6	7	-12	-3
Cc1cc(NC(=O)CSc2nc3sc4c(c3c(=O)n2C)CCCC4)no1	9	1	-0.09	4	-7	65*[fluorescence artefact?]	5	-6	-14
Cc1cccc(N2CCN(C(=O)n3ccnc3)CC2)c1C	0	-4	0.52	-3	-2	-3	1	-57	12
CCOc1c(Cl)cc(C(=O)Nc2ccccc2-c2ccccc2)cc1Cl	-17	18	-0.54	-2	6	x	-4	3	-1
Cc1cccn2c(=O)c3cc(C(=O)N4CCN(C(=O)c5ccco5)CC4)n(C)c3nc12	x	x	0.03	14	3	-19	-3	x	x
O=C(Nc1ccc(S(=O)(=O)NCc2ccco2)cc1)c1ccncc1	-9	-1	0.16	-1	-2	x	4	4	-4
CCn1c(SCc2nc3ccccc3[nH]2)nnc1-c1ccccc1OC	-8	-10	0.52	-3	-8	4	7	-4	12
Cc1c(Cl)c([N+](=O)[O-])nn1CCCC(=O)N1CCN(c2ccccc2)CC1	-50	3	0.46	1	6	x	-4	28	2
O=c1ccc(NS(=O)(=O)c2ccccc2)cn1Cc1ccc(Cl)c(Cl)c1	19	15	-0.37	5	-2	x	5	-20	21
O=C(O)CC1SC(=Nc2cccc(C(F)(F)F)c2)NC1=O (configuration not stated)	6	9	-0.3	-1	4	5	-2	1	-17
O=C(Nc1cccc(F)c1)N1CC=C(n2c(=O)[nH]c3ccccc32)CC1	-11	-5	-0.86	0	-11	1	7	-14	-4
COc1ccc(-n2c(C)c(C(C)=O)c(C(C)=O)c2C)cc1OC	-20	-3	-0.15	-7	4	-7	-3	-13	-30
Cc1cccc(NS(=O)(=O)c2cc(C(=O)OCC(=O)Nc3cc(C)on3)ccc2C)c1	-21	-21	-3.4*	8	12	x	-14	-28	37
O=S(=O)(c1ccccc1C(F)(F)F)N1CCN(S(=O)(=O)c2ccccc2C(F)(F)F)CC1	-18	14	-0.25	0	-5	-12	6	-2	6
O=C(COc1cc(Cl)c(Cl)cc1Cl)Nn1cnnc1	9	-6	0.21	-3	-13	0	8	15	-43
Cc1nc(N2CCN(c3ccccc3)CC2)nc2c1C(=O)CCC2	26	1	-0.71	5	-2	-1	4	-32	-7
COc1ccc(C2C(C(=O)N3CCOCC3)CCC(=O)N2c2cc(OC)c(OC)c(OC)c2)cc1 (configuration not stated)	-20	28	0.72	-2	-8	4[fluorescence artefact?]	12	-2	-15
CCC(c1nnnn1C1CCCC1)N1CCN(c2ccccc2F)CC1 (configuration not stated)	-1	4	0.03	2	-7	3	5	3	-18

(more compounds)
SMILES	HUVEC tox IL1B	VCAM1 TNFa inh	Pyk2 oligo antag	FAK blocker	LYP inh 2	ERa coact inh	LYP act	F-actin modifier	HUVEC tox TNFa
COC(=O)Cc1c[nH]c2cccc(OCC(O)CN(Cc3ccc([N+](=O)[O-])cc3)C(C)(C)C)c12 (configuration not stated)	-1	-13	-0.89	3	6	-13	-6	15	-3
COc1ccc(N(Cc2cc3ccc(C)cc3[nH]c2=O)C(C)=O)cc1	-92	18	-0.63	1	-8	-8	7	x	-20
CC(C)(C)NC(=O)Cn1nnc(-c2ccccc2NC(=O)c2cnccn2)n1	-10	0	-0.03	5	-2	-3	5	1	11
COCCCNC(=S)NC1CC2CCCC(C1)N2Cc1cccs1 (configuration not stated)	-26	6	0.06	-1	-4	x	8	31	-7
O=C(Cc1ccccc1)NC(NNc1ccccc1)(C(F)(F)F)C(F)(F)F	-36	-18	0.5	0	-2	-5	4	5	-13
O=C(NC1CCCc2ccccc21)C1CCC(CNS(=O)(=O)c2cccc3nsnc23)CC1 (configuration not stated)	-9	11	x	2	4	42	-5	11	-46
CCc1ccccc1NC(=O)CSc1nc2ccccc2n1CC(=O)N1CCCC1	-4	-9	0.21	0	14	-13	-13	-4	-18
COc1ccc2oc(C(=O)OCC(=O)c3ccc4c(c3)OCCO4)c(C)c2c1	x	x	-0.97	0	-8	7	8	x	x
CCCn1c(NCc2cccs2)nc2ccccc21	-12	-12	-0.35	5	-2	9	1	-4	12
Cc1cc(Cl)ccc1OCCCC(=O)N1CCN(C)CC1	-14	6	0.25	1	-10	-3	11	-2	12
Cn1c(=O)c2c(ncn2CCCc2ccccc2)n(C)c1=O	20	15	-0.27	3	-3	-20	0	23	-28
CCCOc1ccccc1C1NC(=O)NC(C)=C1C(=O)OCCOC(C)C (configuration not stated)	-33	2	0.64	-2	-3	-8	1	57	-52
CN(Cc1ccccc1)Cc1ccccc1F	-10	15	0.98	-3	-6	-6	4	-12	-16
CCOc1ccc(C(=O)Nc2ccc(N3CCCC3)cc2)cc1	-23	4	-0.74	17	1	x	2	2	-10
